# Screening data deposited in PubChem by Sanford-Burnham Center for Chemical Genomics.
# MPTP inh – blocks calcium-induced mitochondrial swelling | isolated mouse mitochondria, Ca2+ swelling absorbance, 30 min | inhibition, % at 10 µM | hit rate 1.4% among 360,000 | AID 602449;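 active = inhibition of 50% or more, scaled per plate between neutral and stimulator controls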;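 also: 0% = DMSO wells given calcium and 100% = 1 mM EGTA wells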
# beta cell repl – inducers of beta-cell replication in MIN6 cells | proliferation, % at 10 µM | MIN6 cells proliferation, ATPlite luminescence, 48 h; cells starved in 0.2% serum; 100% = growth in 10% serum | hit rate 0.29% among 330,000;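 active = compounds whose signal lies at least 3.5 SD above the mean of all wells on their plate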;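 also: 0% = DMSO-treated cells in low-serum medium and 100% = 10% serum control; some compounds called inactive have numbers as strong as hits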
# hIAP block – human IAP inhibition; P09923; purified IAP, CDP-Star luminescence, 30 min; inhibition, % at 10 µM; hit rate 0.12% among 330,000;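 active = inhibition reaching a set limit with compound at 10 µM in the primary screen, cut at about 35% in these data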;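 also: plate controls were DMSO wells with enzyme for no effect and no-enzyme buffer wells for full effect; values of inactives mirror those of a sister screen read the other way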
# Target sequence (P09923 whole entry, looked up): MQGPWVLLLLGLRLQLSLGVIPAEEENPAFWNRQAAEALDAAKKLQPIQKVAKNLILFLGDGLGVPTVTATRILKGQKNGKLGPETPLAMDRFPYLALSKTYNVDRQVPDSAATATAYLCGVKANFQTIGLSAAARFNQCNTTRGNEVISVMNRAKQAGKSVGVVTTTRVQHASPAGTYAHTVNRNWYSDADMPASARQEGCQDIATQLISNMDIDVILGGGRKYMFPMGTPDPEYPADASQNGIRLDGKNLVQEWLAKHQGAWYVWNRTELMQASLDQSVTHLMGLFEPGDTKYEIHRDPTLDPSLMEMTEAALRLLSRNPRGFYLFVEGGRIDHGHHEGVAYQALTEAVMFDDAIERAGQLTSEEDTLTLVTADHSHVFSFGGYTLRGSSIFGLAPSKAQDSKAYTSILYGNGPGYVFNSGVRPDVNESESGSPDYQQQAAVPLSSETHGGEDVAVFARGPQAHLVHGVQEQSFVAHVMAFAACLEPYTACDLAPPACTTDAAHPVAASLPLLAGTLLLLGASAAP
# hIAP activ – increases human intestinal alkaline phosphatase activity. hit rate 0.16% among 330,000. P09923. AID 2524. purified human IAP, CDP-Star luminescence, 30 min; stronger effect = higher value; 1 = vehicle-only enzyme, 0 = enzyme-free background. activation factor at 10 µM;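 active = activation factor of the enzyme at least 2-fold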; also: the source names both 10 and 20 µM as test concentration; values of inactives mirror those of a sister screen read the other way
# ATG4B inhibitor – ATG4B (human) cysteine protease inhibition | Q9Y4P1 | ATG4B cleavage of LC3-PLA2, NBD-HPC fluorescence, 1 h | inhibition, % at 8.33 µM | hit rate 0.51% among 340,000 | AID 504462; in the data active = inhibition above about 40%
# mIAP activ – mouse IAP activation; muIAP, CDP-Star luminescence, 30 min; stronger effect = higher value; 1 = vehicle-only enzyme signal, 0 = enzyme-free wells; activation factor at 10 µM; hit rate 0.24% among 330,000;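 active = activation factor of at least 2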; also: the source names both 10 and 20 µM as test concentration; values of inactives mirror those of a sister screen read the other way
#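 Assay system: mouse IAP enzyme / Compound: DMSO-dissolved test compounds / Timing: 30 min, room temperature / Measured by: luminescence from enzymatic CDP-Star hydrolysis / Control set: DMSO-only wells, enzyme-free buffer wells as negative control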
# APOBEC3A inh – human APOBEC3A DNA deaminase inhibition; recombinant A3A, FAM/TAMRA ssDNA deamination fluorescence; inhibition, % at 20 µM; hit rate 0.41% among 330,000; AID 493011;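 active = at least 40% inhibition at 20 µM here, with at most 30% in a related deaminase screen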;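 also: plate controls were A3A with DMSO for no effect and wells lacking A3A enzyme for full effect; some results filed as inactive read as strong as hits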
# Target sequence (P31941 whole entry, looked up): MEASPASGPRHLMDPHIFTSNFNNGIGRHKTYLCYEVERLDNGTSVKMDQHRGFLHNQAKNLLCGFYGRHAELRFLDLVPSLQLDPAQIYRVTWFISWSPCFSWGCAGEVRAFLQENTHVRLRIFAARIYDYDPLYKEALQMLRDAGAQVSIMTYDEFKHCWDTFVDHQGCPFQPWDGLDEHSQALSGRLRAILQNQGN
# mIAP block – mouse IAP inhibition; purified mouse IAP, CDP-Star luminescence, 30 min; inhibition, % at 10 µM; hit rate 0.2% among 330,000;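 active = inhibition of at least 40% at 10 µM in the primary screen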;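 also: plate controls were DMSO with enzyme for no effect and no enzyme wells for full effect; values of inactives mirror those of a sister screen read the other way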
# A3G deaminase – APOBEC3G (human) deaminase inhibition; Q9HC16; recombinant A3G, ssDNA deamination FAM/TAMRA fluorescence; inhibition, % at 20 µM; hit rate 0.28% among 330,000; AID 493012;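 active = inhibition of at least 40% at 20 µM, with no more than 30% in the related APOBEC3A deaminase screen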;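 also: plate controls were DMSO wells with A3G for no effect and wells lacking A3G enzyme for full effect; some compounds called inactive have numbers as strong as hits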
# Target sequence (Q9HC16 whole entry, looked up): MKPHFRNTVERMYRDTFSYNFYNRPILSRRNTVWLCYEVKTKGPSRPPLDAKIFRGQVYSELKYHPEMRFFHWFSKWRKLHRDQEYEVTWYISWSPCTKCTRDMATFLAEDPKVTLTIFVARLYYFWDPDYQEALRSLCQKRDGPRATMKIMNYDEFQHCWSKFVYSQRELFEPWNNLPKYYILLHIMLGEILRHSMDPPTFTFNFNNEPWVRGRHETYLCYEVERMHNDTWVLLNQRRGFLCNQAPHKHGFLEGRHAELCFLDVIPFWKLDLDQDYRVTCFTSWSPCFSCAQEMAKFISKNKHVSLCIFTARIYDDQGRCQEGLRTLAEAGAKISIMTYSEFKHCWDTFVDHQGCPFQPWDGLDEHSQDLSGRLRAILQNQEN
# Active calls of the source: *; . = no result given. Not a hit list; about 3.3% have a hit in one of these screens.
SMILES,MPTP inh,beta cell repl,hIAP block,hIAP activ,ATG4B inhibitor,mIAP activ,APOBEC3A inh,mIAP block,A3G deaminase
Cc1c(C(=O)NCCN2CCOCC2)sc2nc(-c3ccc(F)cc3)cn12,0.2,-1,15,0.85,2,0.99,-1,1,-4
CC(C)(C)c1ccc(Cn2c(=N)n(CC(O)c3ccco3)c3ccccc32)cc1 (centres undefined),56*,-7,-37,1.4,0,1.1,4,-15,-2
O=C(NCc1ccccc1)c1noc2c1CCCCC2,0.0,1,13,0.87,12,1,0,-1,-1
COc1ccc(C2N3CC4(C)CN2CC(C)(C3)C4O)cc1 (centres undefined),-0.2,5,2,0.98,-4,0.96,-6,4,-4
O=C(COc1ccc(OCc2ccccc2)cc1)NC1CCOC1=O (centres undefined),0.5,-1,-6,1.1,-6,1.2,-5,-19,-8
Cc1cc(C)c(OCC(=O)OCC(=O)NCc2cccs2)c(C)c1,-0.6,0,-5,1.1,2,1,2,-4,-10
CCOc1ccc(S(=O)(=O)NCCC(=O)N2CCN(Cc3ccccc3)CC2)cc1,0.4,2,6,0.94,-1,1,-1,0,-6
Cc1ccc(C2(C)NC(=O)N(CC(=O)c3ccc(Cl)s3)C2=O)cc1 (centres undefined),3.8,0,-6,1.1,5,0.85,-1,15,0
COc1ccc(CCNC(=O)c2ccc(CS(=O)(=O)c3ccc(Br)cc3)o2)cc1OC,16,2,5,0.95,-4,1,1,-5,1
COc1ccccc1NC(=O)CC1C(=O)Nc2c1c(=O)n(C)c(=O)n2C (centres undefined),0.4,-2,13,0.87,-1,0.97,0,3,-2
CCOC(=O)c1ccccc1NC(=O)c1cc2ccccc2o1,-0.1,2,6,0.94,0,0.93,1,7,-3
Cc1nnc(C)n1/N=C/c1ccc(C(C)C)cc1,-0.5,-3,2,0.98,1,0.95,-4,5,-2
Cc1ccc(NC2=CC(=O)CCC2)cc1C,0.0,-1,6,0.94,5,1,-6,-3,2
Cc1oc2ccc(OC(C(=O)O)c3ccccc3)cc2c1C(=O)O (centres undefined),-0.4,-3,4,0.96,3,1,2,-3,1
COc1ccc2c(c1)CCc1c(C(=O)N(C)c3ccccc3)noc1-2,1.5,1,4,0.96,-7,1,0,-5,-3
CCCCOC(=O)CCc1c(C)n[nH]c1C,0.8,-3,-1,1,-1,0.9,1,10,-1
CN(C)c1ccc(/C=N\NC(=S)SCN2C(=O)C3CCC(C)(C2=O)C3(C)C)cc1 (centres undefined),0.7,-1,-16,1.2,-10,0.89,1,11,13
Cc1ccccc1C(=O)Nc1ccc(O)c2c(=O)cc(-c3ccccc3Cl)oc12,-2.7,3,-4,1,1,0.84,3,16,-4
CC(=O)OC1C2CCC1C([N+]1(C)CCCCC1)CC2 (centres undefined),-1.0,-2,5,0.95,0,0.85,73*,14,8
COc1ccc(S(=O)(=O)Cc2ccc(C(=O)NC3CCCCC3)o2)cc1,-0.6,-2,8,0.92,-3,1,-6,-3,-8
NNC(=O)c1cncc(Br)c1,2.3,-2,1,0.99,0,1.2,10,-18,10
CC(OC(=O)c1ccc2ccccc2c1)C(=O)N(C)Cc1ccccc1 (centres undefined),0.8,-5,14,0.86,-42,0.93,1,7,-7
CC1CN(c2nc(-c3ccc(Br)cc3)nnc2-c2ccccc2)CC(C)N1 (centres undefined),8.1,-6,15,0.85,4,0.9,9,10,2
O=C(O)c1ccc(N2C(=O)/C(=C\c3ccccc3)N=C2c2ccccc2)cc1,3.2,-1,-10,1.1,16,0.95,2,5,-2
COc1ccc(C2C=C(c3ccc(Cl)cc3)Nc3nc(NC(C)=O)nn32)cc1 (centres undefined),.,1,-24,1.2,.,0.98,-7,2,-9
Cc1cc(OCC(=O)NCc2ccncc2)ccc1Cl,0.0,2,-19,1.2,3,0.92,-2,8,-5
CCCn1cnc2c(cnn2-c2ccc(F)cc2)c1=O,23,-2,-2,1,-14,0.93,0,7,-2
COCCCN1CC23C=CC(O2)C(C(=O)O)C3C1=O (centres undefined),-2.8,-2,-6,1.1,-5,0.96,2,4,6
O=S(=O)(c1ccc(Cl)c(NC(=S)N/N=C/c2c(F)cccc2F)c1)N1CCOCC1,57*,-3,-41,1.4,-7,0.94,-4,6,-5
COc1ccccc1NC(=O)COc1cccnc1[N+](=O)[O-],-0.5,6,-16,1.2,3,1,-6,-1,-8
O=C(NC12CC3CC(CC(C3)C1)C2)c1cncc(Br)c1,0.0,-2,14,0.86,2,1,1,-2,-12
COc1ccc(N2CCN(C(=O)c3ccc4nc(N5CCCCC5)sc4c3)CC2)cc1,-0.9,-3,10,0.9,4,0.97,-5,3,-5
COc1ccc(N2CCN(c3nc4ccccn4c(=O)c3C=O)CC2)cc1,0.1,6,-5,1.1,9,0.92,-3,8,-3
O=C1c2ccccc2C(Nc2ccccc2)N1c1cccnc1 (centres undefined),-0.5,-6,7,0.93,-4,1,2,-2,4
Cc1cc(C(=O)N2CCCC(N3CCN(c4cccc(Cl)c4)CC3)C2)nc(C)n1 (centres undefined),-1.8,-5,-1,1,18,0.92,-1,8,-8
COc1ccc(Br)c(C(=O)Nn2c(C)nc3ccccc3c2=O)c1,0.7,-3,5,0.95,-5,0.99,-7,1,-6
O=C(Nc1nc(-c2cccs2)cs1)c1cccc(S(=O)(=O)N2CCCCCC2)c1,2.2,-4,-3,1,-16,0.87,-1,13,-1
CC(C)n1c(NCc2cccs2)nc2ccccc21,-2.1,1,13,0.87,2,0.93,2,7,-3
COc1ccc(/C=N/NC(=O)c2ccc(O)cc2)cc1CN1CCCc2ccccc21,3.1,-6,5,0.95,-2,0.99,4,1,-2
COc1ccc(F)c(-c2nc(CN3CCC(c4ccccc4)CC3)c(C)o2)c1,-0.5,-5,-2,1,14,1.1,-1,-11,-3

# 5 records drawn at random from those above, as already listed:
SMILES,MPTP inh,beta cell repl,hIAP block,hIAP activ,ATG4B inhibitor,mIAP activ,APOBEC3A inh,mIAP block,A3G deaminase
O=C(Nc1nc(-c2cccs2)cs1)c1cccc(S(=O)(=O)N2CCCCCC2)c1,2.2,-4,-3,1,-16,0.87,-1,13,-1
CC(C)n1c(NCc2cccs2)nc2ccccc21,-2.1,1,13,0.87,2,0.93,2,7,-3
COc1ccc(F)c(-c2nc(CN3CCC(c4ccccc4)CC3)c(C)o2)c1,-0.5,-5,-2,1,14,1.1,-1,-11,-3
COc1ccc(N2CCN(c3nc4ccccn4c(=O)c3C=O)CC2)cc1,0.1,6,-5,1.1,9,0.92,-3,8,-3
COc1ccc(Br)c(C(=O)Nn2c(C)nc3ccccc3c2=O)c1,0.7,-3,5,0.95,-5,0.99,-7,1,-6

# Remaining list, next part.
SMILES,MPTP inh,beta cell repl,hIAP block,hIAP activ,ATG4B inhibitor,mIAP activ,APOBEC3A inh,mIAP block,A3G deaminase
CCOc1ccc(S(=O)(=O)N2CCN(C(=O)c3ccc(C)c(S(=O)(=O)N4CCOCC4)c3)CC2)cc1,-2.0,-5,2,0.98,-12,1,-5,-1,-8
CCC(=O)N1CCN(c2ccc(Cl)cc2NC(=O)c2cccc([N+](=O)[O-])c2)CC1,-0.5,0,17,0.83,-13,0.94,0,6,-1
O=C(Nc1cccnc1)c1ccc(-c2ccccc2)cc1,3.6,-3,6,0.94,-14,1,-1,-4,-1
CC1(C2CC2)NC(=O)N(CC(=O)Nc2ccc(Cl)c([N+](=O)[O-])c2)C1=O (centres undefined),-1.3,-6,-10,1.1,-42,0.96,0,4,-7
O=C1OCC2=C1C(c1ccccc1)CC(=O)N2c1cccc(F)c1 (centres undefined),-0.4,-2,-7,1.1,1,1,4,0,-4
CCOC(=O)c1c(CC(C)C)csc1NC(=O)CCl,36,-4,2,0.97,12,0.95,2,5,0
Cc1cccc(C(=O)N2N=C(c3ccc(NS(C)(=O)=O)cc3)CC2c2cccs2)c1 (centres undefined),0.3,-3,-12,1.1,-15,1,-3,-3,-7
Cc1nc2nc[nH]n2c(=O)c1NS(C)(=O)=O,-0.8,2,-1,1,-10,0.96,-1,4,2
COCCNC(=O)C1CCC(CNS(=O)(=O)c2c(C)cc(C)cc2C)CC1 (centres undefined),-0.6,-2,-14,1.1,-3,1,-7,-4,-4
COc1ccc(NS(=O)(=O)c2cc(NC(=O)c3ccc(C)s3)ccc2N2CCOCC2)cc1,1.4,0,11,0.89,-9,0.93,-2,7,-4
CCCc1[nH]nc2c1C(c1ccccc1OC)C(C#N)=C(N)O2 (centres undefined),0.4,-4,-22,1.2,-5,1.1,-3,-6,-2
c1ccn2c(c1)nc1c2nc2ccccn21,-1.6,0,-2,1,-3,0.99,1,1,-4
Cc1ccc(NC(=O)CN2C(=O)S/C(=C/c3ccncc3)C2=O)cc1,-1.9,3,24,0.76,-1,1,1,-3,0
Cc1ccc(N2CC(C(=O)N/N=C/c3c(F)cccc3Cl)CC2=O)cc1 (centres undefined),0.9,-4,-10,1.1,3,1.1,0,-9,-2
CCN1CCN(CCC(=O)Nc2ccc(Br)cc2)CC1,-2.4,0,-7,1.1,0,1.1,-2,-10,-10
CCOC(=O)C1=C(C)N(C)C(=O)NC1c1c(O)ccc2ccccc12 (centres undefined),-0.4,-6,-30,1.3,5,1,-2,-3,-9
CN(C(=O)CS(=O)(=O)c1cn(CC(=O)N2CCCCC2)c2ccccc12)c1ccccc1,-1.6,-1,5,0.95,-4,0.91,-3,9,-6
CCCn1nc(C(=O)Nc2nc(-c3ccccn3)cs2)c2ccccc2c1=O,-0.2,-5,-53,1.5,4,0.97,-3,3,-5
COc1ccc(CCC(=O)Nc2nc3ccccc3[nH]2)cc1OC,-0.6,-2,-37,1.4,0,0.88,-1,12,-3
CCn1c(CCc2ccccc2)nnc1SCC(N)=O,-0.4,-2,6,0.94,3,1,-3,-3,-3
Cc1cc(C)c(C)c(S(=O)(=O)N2CCN(C(=O)c3cc(S(=O)(=O)N4CCOCC4)ccc3F)CC2)c1C,0.5,-4,4,0.96,-1,0.94,-4,6,-4
CC(C)C(NC(=O)c1ccccc1F)C(=O)NCc1ccc(S(=O)(=O)N2CCOCC2)cc1 (centres undefined),0.4,-4,6,0.94,1,0.93,-1,7,-7
CCCn1c(N)c(NCCN2CCOCC2)c(=O)n(CC(=O)NCc2ccccc2)c1=O,-1.2,-4,-14,1.1,-5,1.1,0,-9,-1
CSCCC(NC(=O)c1ccccc1)C(=O)NCc1ccco1 (centres undefined),-0.3,-2,-11,1.1,-5,0.99,-1,1,-4
O=C(CSc1nn(-c2ccc(F)cc2)c(=S)s1)NC1CCS(=O)(=O)C1 (centres undefined),0.1,4,-2,1,-7,0.89,2,11,-1
COc1ccc2c(c1)O[C@@H](c1cccc(C(F)(F)F)c1)[C@H](OC(=O)Nc1ccc(OC(F)F)cc1)C2=O,.,-8,-16,1.2,-9,1,-7,-2,-14
CCC(=O)N1CCc2cc(Br)cc(S(=O)(=O)NCc3ccccc3OC)c21,-0.4,0,-6,1.1,3,1,5,-4,-2
Cn1cc(S(=O)(=O)N2CCN(c3cccc(C(F)(F)F)c3)CC2)c(=O)n(C)c1=O,-0.5,0,-6,1.1,-11,1,4,-2,1
O=C(CCOc1ccccc1)Nc1ccc(Cl)c(S(=O)(=O)N2CCOCC2)c1,0.0,-1,4,0.96,-10,1.1,-3,-5,-10
CCOc1ccc(S(=O)(=O)NCCC2=CCCCC2)c2ccccc12,3.7,-6,0,0.99,0,0.98,0,2,-3
Cc1ccccc1NC(=O)CON=C(N)c1ccccc1,-0.8,-1,7,0.93,-2,0.95,0,5,-4
CCOC(=O)c1cc(-c2ccccc2)n(CC2CC(c3ccc(OC)cc3)=NO2)n1 (centres undefined),-2.0,2,3,0.97,-7,1,-1,0,-10
